# AMA1 RON2 block: qHTS for Inhibitors of AMA1-RON; Towards Development of Antimalarial Drug Lead: Primary Screen; Plasmodium falciparum AMA1 (3D7) - RON2 peptide interaction; AlphaScreen AMA1-biotinylated RON2 peptide binding; Potency, µM (doses to about 58.2 µM), for inactives: top-dose activity change, negative = inhibition, hits mostly inhibitors; 360,000 compounds, 0.2% hits; AID 720542, 2013;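 further: potency means the concentration at half of the fitted maximal effect; 0% = vehicle wells and -100% = peptide control; nearly all actives have a fitted effect of over 45% in size; some results filed as inactive show a strong effect at the top dose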
#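 AMA1 (3D7) with his tag at 25 nM final met compounds first, then biotinylated RON2 peptide at 25 nM; detection used donor plus acceptor beads, 10 µg/mL apiece, read by AlphaScreen after 30 min at room temperature.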
# AmpC detergent: qHTS Inhibitors of AmpC Beta-Lactamase (assay with detergent); P00811; AmpC hydrolysis of nitrocefin, absorbance 480 nm, 0.01% Triton; Potency, µM (top dose mostly 114 µM), for inactives: at the highest dose activity change, negative = inhibition, usual class: inhibitors; 370,000 compounds, 0.041% hits;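 further: potency means the concentration at half of the fitted maximal effect; 0% = no-compound wells and -100% = no-enzyme wells; nearly all actives have a fitted effect of over 25% in size; some results filed as inactive show a strong effect at the top dose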
# Target sequence (P00811 whole entry, looked up): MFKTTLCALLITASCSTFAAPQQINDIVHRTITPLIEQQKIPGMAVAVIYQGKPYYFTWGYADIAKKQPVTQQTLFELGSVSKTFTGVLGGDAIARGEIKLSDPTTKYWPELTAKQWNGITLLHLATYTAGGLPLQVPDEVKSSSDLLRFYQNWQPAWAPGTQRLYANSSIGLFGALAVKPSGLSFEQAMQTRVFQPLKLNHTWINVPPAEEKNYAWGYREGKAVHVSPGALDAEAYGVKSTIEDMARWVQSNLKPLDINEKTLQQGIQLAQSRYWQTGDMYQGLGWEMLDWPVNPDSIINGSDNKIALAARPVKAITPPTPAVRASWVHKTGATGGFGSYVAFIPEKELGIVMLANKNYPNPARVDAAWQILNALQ
#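 20 mM phosphate pH 7.0 + 0.01% (detergent screen) or 0.0001% Triton X-100; 5.3 nM AmpC reagent; cpd preinc 15 min RT; nitrocefin (800 uM stock) to start; A480 q20 s × 4 min; Activity was normalised to no-enzyme and no-compound control wells.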
# LmPK inh: qHTS Assay for Inhibitors of Leishmania Mexicana Pyruvate Kinase (LmPK); Q27686; purified LmPK, Kinase-Glo ATP luminescence, 1 h; Potency, µM (top dose mostly 57.5 µM), inactives show top-dose activity change, negative = inhibition, usual class: inhibitors; 290,000 compounds, 0.37% hits; further: potency means the concentration at half of the fitted maximal effect
# Target sequence (Q27686 whole entry, looked up): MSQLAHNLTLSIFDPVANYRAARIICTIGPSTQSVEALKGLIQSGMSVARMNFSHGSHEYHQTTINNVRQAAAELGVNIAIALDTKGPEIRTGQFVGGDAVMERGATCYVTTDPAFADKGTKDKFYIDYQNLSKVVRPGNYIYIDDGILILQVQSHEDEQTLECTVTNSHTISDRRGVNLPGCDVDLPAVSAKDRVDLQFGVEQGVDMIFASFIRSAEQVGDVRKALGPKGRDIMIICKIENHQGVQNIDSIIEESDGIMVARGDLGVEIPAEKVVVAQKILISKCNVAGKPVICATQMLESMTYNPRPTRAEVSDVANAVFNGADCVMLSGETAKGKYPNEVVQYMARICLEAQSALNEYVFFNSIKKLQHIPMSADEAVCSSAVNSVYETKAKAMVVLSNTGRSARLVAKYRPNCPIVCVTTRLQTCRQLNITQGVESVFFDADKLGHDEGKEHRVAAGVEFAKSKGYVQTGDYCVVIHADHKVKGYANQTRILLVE
#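 qHTS format; LmPK 0.1 nM; substrates PEP 0.5 mM and ADP 0.1 mM. One-hour room-temperature incubation, then coupled luciferase luminescence; 0.5 nM enzyme wells mark activation.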
# HCMV inh: qHTS Assay for inhibitors of the human cytomegalovirus (HCMV) | HFF cells, HCMV-luciferase reporter, 72 h; hits give low values | activity change, negative = inhibition, % at 57.5 µM | AID 1259415, 2018 | 410,000 compounds, 4.5% hits; in the data active means activity change below about -60%; inconclusive means no clear call, values can overlap the other calls; inactive means above about -39%
#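 Steps: HFFs plated, 16 h 37C; compounds added; HCMV-luciferase added to MOI 1 PFU/cell; 72 h 37C; OneGlo reagent, 5 min room temperature; luminescence read, normalized to controls.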
# AmpC no deterg: qHTS Inhibitors of AmpC Beta-Lactamase (assay without detergent). P00811. AmpC nitrocefin hydrolysis, absorbance 480 nm, 0.0001% Triton. Potency, µM (doses to about 57.1 µM), without a hit: at the highest dose activity change, negative = inhibition, hits mostly inhibitors. 330,000 compounds, 0.52% hits. AID 485341, 2010;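 further: potency means the concentration at half of the fitted maximal effect; plate controls were no compound for no effect and no enzyme for full effect; nearly all actives have a fitted effect of over 20% in size; some results filed as inactive show a strong effect at the top dose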
#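 20 mM phosphate pH 7.0 + 0.01% (detergent screen) or 0.0001% Triton X-100; 5.3 nM AmpC reagent; cpd preinc 15 min RT; nitrocefin (800 uM stock) to start; A480 q20 s × 4 min; Activity was normalised to no-enzyme and no-compound control wells.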
# Sm TGR inh: qHTS Assay for the Inhibitors of Schistosoma Mansoni Peroxiredoxins | AID 485364, 2010 | purified TGR, DTNB reduction, TNB absorbance 405 nm | Potency, µM (series often up to 114 µM), inactives show at the highest dose activity change, negative = inhibition, usual class: inhibitors | 360,000 compounds, 3% hits; further: potency means the concentration at half of the fitted maximal effect; nearly all actives have a fitted effect of over 60% in size
#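 Kinetic colorimetric format: TGR-catalysed, NADPH-driven DTNB reduction monitored via TNB absorbance. Enzyme dispensed at 20 nM; compound exposure 15 min at room temperature before reaction start.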
# Tb PYK inh: qHTS of Trypanosoma Brucei Inhibitors. pyruvate kinase (Trypanosoma brucei), Q57TT1. TbPYK enzyme, Kinase-Glo Plus ATP luminescence, 45 min. Potency, µM (doses to about 76.8 µM), inactives show top-dose activity, negative = inhibition, usual class: inhibitors. 410,000 compounds, 0.12% hits. AID 624173, 2012; further: potency means the concentration at half of the fitted maximal effect; nearly all actives have a fitted effect of over 50% in size
#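 Screened from lowest to highest concentration, compounds were pinned into TbPYK/substrate mixtures, and ADP (130 uM final) was added. Plates sat at room temperature for 45 min prior to Kinase-Glo Plus detection by luminescence.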
# * hit, by the source's call; u = inconclusive; x = not tested or not shown; [ ] = dose if it differs, or a comment. Unless noted, the call rests on the fitted dose curve; in most records, active means well fitted curve in the direction sought with a large enough effect; inconclusive means small, poorly fitted or top-dose-only effect, or another doubt; inactive means no such curve, though single readings can be large; an effect the other way counts as inactive or inconclusive. Unless noted, on the % scale 0 is the no-effect control and ±100 the full control effect.
no. | smiles | AMA1 RON2 block | AmpC detergent | LmPK inh | HCMV inh
1 | O=C(N/N=C/c1ccc([N+](=O)[O-])cc1)c1ccccc1OCc1ccccc1 | -15.3% | -6.9% | -7.3% | u
2 | Cc1cc(C)cc(NC(=O)C2CCN(S(=O)(=O)c3c(C)n[nH]c3C)CC2)c1 | 4.7% | u | 0.8% | 39.1
3 | CC(C)Cc1ccc(C(C)C(=O)Nc2nccs2)cc1 (stereo not given) | -3.9% | 4.1% | 8.3% | -17.2
4 | Nc1cc(N)nc(SCC(=O)N2CCc3ccccc32)n1 | -4.4% | 2.8% | 0.3% | 112.8
5 | CCC(=O)N1CCCC(C(=O)NS(=O)(=O)c2cc(C)c(Cl)cc2C)CC1 (stereo not given) | 21.9% | x | x | 29.9
6 | CC(=O)Cc1nsc(NC(=O)c2oc(-c3ccccc3Cl)cc2C)n1 | 142.0%[activator] | 5.5% | -4.3% | 0.0
7 | CCOC(=O)C1=CN(Cc2cccc(F)c2)S(=O)(=O)N(CC)C1c1cccc(OC)c1 (stereo not given) | 2.4% | x | x | -26.4
8 | CC1(C)COC(c2cccn2Cc2ccc(F)cc2Cl)=N1 | 0.0% | u | -4.2% | -21.2
9 | Cc1cccc(-c2cc(NC(=O)COc3ccccc3F)n(-c3ccccc3)n2)c1 | x | 20.4% | x | 53.6
10 | Cn1cnc([N+](=O)[O-])c1S(=O)(=O)c1cccc(Cl)c1 | -6.1% | u | -1.5% | 31.3
11 | COc1ccc(/C=C(\C#N)C(=O)Nc2cccc(C)n2)cc1 | 1.7% | 3.6% | -4.6% | u
12 | Cc1nc(C(=O)NCC(=O)c2ccccc2)c(C(F)(F)F)o1 | 14.3% | u | 3.9% | -27.7
13 | Cn1c(=O)n(C)c2cc(/C=N/NC(=O)c3cc4cc(Br)ccc4o3)ccc21 | 0.6% | -3.1% | 2.1% | -26.0
14 | COCCCNC(=S)Nc1ccc(C)cc1 | -1.5% | 4.8% | -2.5% | 4.2
15 | CC1CN(C(=O)Nc2cccc(C(F)(F)F)c2)CC(C)O1 (stereo not given) | 18.8% | 2.6% | -2.7% | u

no. | AmpC no deterg | Sm TGR inh | Tb PYK inh
1 | -27.0% | -21.2% | 6.0%
2 | -21.1% | 4.8% | -2.2%
3 | -51.8% | -12.6% | -2.1%
4 | -19.8% | -8.8% | -2.2%
5 | x | x | -6.3%
6 | 16.1% | 15.0% | 3.4%
7 | -2.5% | x | -7.6%
8 | -6.3% | -2.1% | -0.9%
9 | x | 6.6% | 0.7%
10 | -30.9% | 0.282µM* | -6.4%
11 | -24.4% | -13.6% | 1.5%
12 | 1.1% | 2.7% | -7.9%
13 | 13.2% | -4.6% | -5.5%
14 | -18.1% | -31.3% | 0.6%
15 | -18.9% | -16.0% | -4.3%

# New compounds follow
no. | smiles | AMA1 RON2 block | AmpC detergent | LmPK inh | HCMV inh
16 | CCOC(=O)N1CCN(C(=O)c2cccc(NC3=NC4CS(=O)(=O)CC4S3)c2)CC1 (stereo not given) | 14.4% | 1.9% | 1.5% | 4.8
17 | O=C(COC(=O)C1CCC(=O)N1)Nc1ccc(Br)cc1 (stereo not given) | -4.9% | u | -9.4% | 21.4
18 | Cc1ccc(C(=O)N2CCN(c3ccc(Cl)cc3)CC2)cc1 | -14.5% | -12.4% | 5.3% | -20.9
19 | C=CCCC(=O)N1CCC(n2nccc2NC(=O)c2ccc(OC)cc2)CC1 | -2.9% | 0.6% | 0.8% | 64.2
20 | CCOc1cccc(C2C(C(=O)c3ccc(C)o3)=C(O)C(=O)N2CCCn2ccnc2)c1 (stereo not given) | 12.1% | 0.1% | x | -13.7
21 | CCCN(CC(=O)Nc1ccccc1OC)C(=O)CSc1nc(C)cc(C)n1 | 6.4% | 0.0% | x | -10.4
22 | CC1CCc2nc(NCCO)nc(C(F)(F)F)c2C1 (stereo not given) | 0.4% | -1.0% | -7.5% | -1.2
23 | O=C(N/N=C/c1cccnc1)/C(=C\c1cccs1)NC(=O)c1ccccc1 | 3.3% | u | -2.9% | -11.6
24 | CC(Oc1ccccc1)C(=O)Nc1nc2ccc(S(N)(=O)=O)cc2s1 (stereo not given) | x | -1.0% | x | 18.9
25 | Cn1c(SCC(=O)N2CCc3ccccc32)nnc1C1CC1 | -0.7% | -8.1% | -4.8% | -17.2
26 | Cc1cc(N2C(=O)C3C4CC(C(Br)C4Br)C3C2=O)no1 (stereo not given) | 2.3% | -10.9% | -1.0% | 18.6
27 | O=CC1=C(N2CCOCC2)/C(=C\c2ccccc2)CC1 | -16.9% | 2.4% | 1.2% | -24.8
28 | CCC(c1nnnn1CCOC)N1CCN(Cc2ccccc2OC)CC1 (stereo not given) | -2.5% | u | -1.2% | -33.8
29 | Cc1ccc(CNCC(O)(c2ccccc2)c2ccc(F)cc2)cc1 (stereo not given) | -0.9% | -3.6% | 1.2% | 0.4
30 | OC[C@H]1O[C@H](c2nc(-c3nc(-c4cccc(-n5cccc5)c4)no3)cs2)C[C@@H]1O | -12.0% | x | x | -31.8

no. | AmpC no deterg | Sm TGR inh | Tb PYK inh
16 | -6.6% | 10.1% | -2.6%
17 | -15.5% | -1.6% | -27.5%
18 | 17.4% | 8.5% | 0.6%
19 | -5.0% | 2.7% | 1.1%
20 | -10.8% | u | 4.5%
21 | 11.3% | 1.3% | -4.5%
22 | 20.0% | -20.7% | -3.9%
23 | -15.4% | -10.1% | -9.7%
24 | x | -10.2% | -6.0%
25 | -9.2% | 2.4%[11.4 µM] | 13.2%
26 | -17.3% | -6.0% | 0.2%
27 | -38.0% | 25.1µM* | -7.2%
28 | -28.4% | -29.4% | 8.8%
29 | -3.6% | 34.5% | 7.7%
30 | x | x | 0.1%

# Laid out differently: entries from further up.
[26] Cc1cc(N2C(=O)C3C4CC(C(Br)C4Br)C3C2=O)no1 (stereo not given)
  AMA1 RON2 block: 2.3% | AmpC detergent: -10.9% | LmPK inh: -1.0% | HCMV inh: 18.6 | AmpC no deterg: -17.3% | Sm TGR inh: -6.0% | Tb PYK inh: 0.2%

[27] O=CC1=C(N2CCOCC2)/C(=C\c2ccccc2)CC1
  AMA1 RON2 block: -16.9% | AmpC detergent: 2.4% | LmPK inh: 1.2% | HCMV inh: -24.8 | AmpC no deterg: -38.0% | Sm TGR inh: 25.1µM* | Tb PYK inh: -7.2%

# Back to the main list with the 4 entries that preceded the break.
no. | smiles | AMA1 RON2 block | AmpC detergent | LmPK inh | HCMV inh
27 | O=CC1=C(N2CCOCC2)/C(=C\c2ccccc2)CC1 | -16.9% | 2.4% | 1.2% | -24.8
28 | CCC(c1nnnn1CCOC)N1CCN(Cc2ccccc2OC)CC1 (stereo not given) | -2.5% | u | -1.2% | -33.8
29 | Cc1ccc(CNCC(O)(c2ccccc2)c2ccc(F)cc2)cc1 (stereo not given) | -0.9% | -3.6% | 1.2% | 0.4
30 | OC[C@H]1O[C@H](c2nc(-c3nc(-c4cccc(-n5cccc5)c4)no3)cs2)C[C@@H]1O | -12.0% | x | x | -31.8
31 | COc1cc(C(=O)OCc2ccccc2C#N)ccc1OCC(=O)N1CCOCC1 | -3.0% | 9.7% | x | 22.0
32 | Cc1ccc(CNC(=O)Cn2c(=O)n(-c3ccccc3)c(=O)c3sccc32)cc1 | 27.5% | u | -7.4% | -37.2
33 | Oc1ccc(Br)cc1C1Nc2ccccc2S1 (stereo not given) | 43.6%[activator] | -14.0% | -0.6% | 144.2
34 | CCc1nnc(SCC(=O)Nc2cc(OC)ccc2OC)nc1CC | x | 0.1% | x | 0.0
35 | O=C(NC1CCCCC1)c1ccc(-c2ccccc2)cc1 | -6.3% | x | x | 39.1
36 | Cc1ccc(C2(C)NC(=O)N(CC(=O)Nc3ccc(N4CCOCC4)cc3N3CCOCC3)C2=O)cc1 (stereo not given) | -17.1% | 0.0% | x | -28.3
37 | CCOC(=O)c1[nH]ncc1CN1CCC(Cc2cccc(OC)c2)(C(=O)OCC)CC1 | 3.0% | 2.7% | 5.3% | -19.9
38 | C=CCC[C@@H](Cc1ccc(F)cc1)C(=O)OC[C@@H](Cc1c[nH]c2ccccc12)NC(=O)[C@H](CC=C)CC(=O)N(CCO)Cc1ccccc1 | -11.2% | x | x | 27.7
39 | CC(C)NCC(=O)Nc1c2c(nc3ccccc13)CCC2 | 4.5% | 5.5% | -9.4% | 24.4
40 | COc1ccc(OC)c(C(O)c2coc3ccc(O)c(CN4CCOCC4)c23)c1 (stereo not given) | -4.3% | 6.4% | 3.6% | 27.8
41 | O=C(Nc1ccccc1N1CCOCC1)C1CCCO1 (stereo not given) | 11.2%[11.6 µM] | x | x | -7.2
42 | CN(C(=O)c1cccc(NC(=O)Cc2ccc(NC(=O)C3CCCN(C(=O)C4CC4)C3)cc2)c1)C1CCCC1 (stereo not given) | 4.4% | x | x | -1.6
43 | CCn1cc(CN2CCCC(C(=O)c3cccc(C(F)(F)F)c3)C2)cn1 (stereo not given) | 6.0% | x | x | -18.5
44 | O=C(NCCN1C(=O)C2C3C=CC(C3)C2C1=O)N1CCCCC1 (stereo not given) | -1.1% | -8.8% | -0.1% | -0.2
45 | CN(C)S(=O)(=O)N1CCN(S(=O)(=O)N(C)C)CC1 | 1.7% | 1.1% | -3.6% | -37.3
46 | COC(=O)[C@@H](c1ccccc1)N(C)S(=O)(=O)c1cccc(S(=O)(=O)N(C)[C@@H](C(=O)OC)c2ccccc2)c1 | 10.0% | -14.4% | 1.1% | -10.5
47 | Nc1nc2nc(-c3ccccc3)cc(C(F)(F)F)c2s1 | -2.5% | -8.0% | 1.9% | -33.0

no. | AmpC no deterg | Sm TGR inh | Tb PYK inh
27 | -38.0% | 25.1µM* | -7.2%
28 | -28.4% | -29.4% | 8.8%
29 | -3.6% | 34.5% | 7.7%
30 | x | x | 0.1%
31 | 47.0% | 3.9% | -3.4%
32 | -26.5% | -2.9% | 4.6%
33 | -22.0% | 0.0% | -16.0%
34 | x | -0.1% | -12.6%[15.4 µM]
35 | x | x | 0.1%
36 | 154.3%[activator] | -29.2% | 8.8%
37 | -4.4% | 2.1% | 8.4%
38 | 37.2% | x | -10.5%
39 | -18.8% | -3.7% | 0.4%
40 | 69.2%[activator] | -1.1% | -3.4%
41 | -7.8% | x | -11.8%
42 | x | x | -2.1%
43 | x | x | 4.3%
44 | -2.6% | -3.1% | 1.3%
45 | -7.9% | -1.6% | 0.0%
46 | -9.3% | -10.4% | 0.4%
47 | -5.2% | -3.7% | -0.6%
